Screening data as filed in PubChem.
LAP4-GFP MLPCN = modulators of LAP4-GFP expression in yeast, primary screen, S. cerevisiae, multiplex flow cytometry, MLPCN library. 3 h; median GFP as percent of DMSO wells. GFP response vs DMSO, % at 10 µM. actives 0.34% (n = 320,000). AID 2023, 2009;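 active = GFP response vs DMSO above a set limit, about the screen mean plus 3 SD, cut at about 150% in these data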
JMJD2C inh = inhibitors of GASC-1 histone demethylase, primary screen, biochemical, fluorescence, DELFIA europium; Lysine-specific demethylase 4C (Homo sapiens), Q9H3R0; GST-JMJD2C(1-420) H3K9me3 demethylation; actives 0.069% (n = 330,000); inhibition, % at 2.35 µM;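 active = more than half of a compound's replicate wells show inhibition beyond 50%, single wells judged on their own value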;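 note: signal counts dimethyl H3K9 product captured on neutravidin plate; 0% = median of DMSO wells and 100% = 0.3 times that DMSO median; strong numbers were not always called active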
Target sequence (Q9H3R0 1-420 limits assumed): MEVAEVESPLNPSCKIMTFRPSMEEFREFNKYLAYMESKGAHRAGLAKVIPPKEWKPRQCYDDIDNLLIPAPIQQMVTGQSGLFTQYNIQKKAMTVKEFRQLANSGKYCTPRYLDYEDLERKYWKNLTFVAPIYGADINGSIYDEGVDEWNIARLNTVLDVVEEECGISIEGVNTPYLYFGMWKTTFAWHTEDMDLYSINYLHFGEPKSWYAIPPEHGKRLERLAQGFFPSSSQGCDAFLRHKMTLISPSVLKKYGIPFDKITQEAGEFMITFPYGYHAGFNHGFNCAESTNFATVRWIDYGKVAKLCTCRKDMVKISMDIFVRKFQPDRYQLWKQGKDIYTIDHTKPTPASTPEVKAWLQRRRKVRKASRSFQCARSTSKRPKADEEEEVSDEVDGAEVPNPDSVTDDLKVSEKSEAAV
procasp7 counter = procaspase-7 activators, primary screen, counter-screen for procaspase-3 activator project, biochemical, absorbance, HTS, human | recombinant procaspase-7, Ac-DEVD-pNA absorbance 405 nm; D23A/D198A/D206A triple mutant, cannot self-cleave; scale: DMSO 0, 5 µM enzyme 100 | activation, % at 8.5 µM | actives 0.093% (n = 330,000);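 active = percent activation above the screen-wide mean plus 3 SD, cut at about 25% in these data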
Target sequence (P55210 whole entry D23A/D198A/D206A): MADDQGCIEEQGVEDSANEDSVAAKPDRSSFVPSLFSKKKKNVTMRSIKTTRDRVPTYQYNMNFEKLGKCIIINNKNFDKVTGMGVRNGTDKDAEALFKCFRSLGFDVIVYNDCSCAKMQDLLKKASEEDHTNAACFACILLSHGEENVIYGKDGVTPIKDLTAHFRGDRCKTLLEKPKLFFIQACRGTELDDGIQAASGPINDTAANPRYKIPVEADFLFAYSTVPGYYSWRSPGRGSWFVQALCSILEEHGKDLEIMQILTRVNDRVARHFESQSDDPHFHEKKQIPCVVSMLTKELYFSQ
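signal = Epi-absorbance of released pNA at 405 nm, two timepoints | assay system = Uncleavable procaspase-7 mutant enzyme | reagent = Ac-DEVD-pNA substrate, 400 µM as added | times = 1 h enzyme–compound preincubation and 2 h substrate reaction, both 25 °C | benchmarks = low DMSO alone, high DMSO plus 5 µM PC-7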
MEP2-GFP yeast = modulators of MEP2-GFP levels in yeast, primary screen, S. cerevisiae, multiplex flow cytometry, MLPCN library | GFP response vs DMSO, % at 10 µM | actives 0.51% (n = 330,000) | S. cerevisiae MEP2-GFP strain, 3 h; 100% = DMSO control level;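 active = GFP response versus DMSO above a set limit, roughly screen mean plus 3 SD, cut at about 180% in these data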;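 note: median GFP fluorescence of the barcode-gated MEP2-GFP cells per well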
AHR activator = AHR activators, primary screen, cell-based, luminescence, luciferase reporter, human; AID 2796, 2010; activation, % at 5 µM; actives 2.5% (n = 320,000); AHR-responsive luciferase reporter cells; in the data active = activation above about 47%;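 note: 0% = vehicle wells and 100% = reference agonist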
proCasp3 act = activators of human procaspase-3 D3A mutant, primary screen, biochemical, absorbance, PC-3 D3A mutant, single concentration. recombinant procaspase-3 D3A, Ac-DEVD-pNA absorbance 405 nm. activation, % at 8.5 µM. actives 0.11% (n = 330,000). AID 463141, 2010;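 active = activation above the mean of all tested compounds plus 3 SD, cut at about 21% in these data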;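 note: 0% = DMSO alone and 100% = DMSO wells spiked with extra 5 µM PC-3 D3A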
Target sequence (P42574 whole entry D9A/D28A/D175A): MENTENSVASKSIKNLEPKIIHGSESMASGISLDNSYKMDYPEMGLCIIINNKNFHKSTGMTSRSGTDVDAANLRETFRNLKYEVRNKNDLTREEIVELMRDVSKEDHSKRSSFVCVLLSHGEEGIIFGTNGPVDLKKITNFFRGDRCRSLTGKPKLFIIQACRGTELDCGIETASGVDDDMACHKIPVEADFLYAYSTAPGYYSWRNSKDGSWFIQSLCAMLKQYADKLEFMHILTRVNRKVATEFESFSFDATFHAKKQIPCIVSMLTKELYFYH
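Evaluation: percent activation relative to control range; Material: Procaspase-3 D3A mutant, all three cleavage aspartates alanine; Compound: single dose, 8.5 µM nominal compound, 0.8% DMSO; Replication: one well per compound; Signal: absorbance at 405 nm, 0 and 120 min; Schedule: 1 h preincubation plus 2 h reaction at 25 °C.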
CR mimetic SO = reduction of superoxide in aged yeast, primary screen, HTS. S. cerevisiae aged cells, superoxide DHE fluorescence; stronger effect = lower value. superoxide response (% of plate mean), % at 10 µM. actives 0.18% (n = 330,000);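 active = superoxide response under a set limit, about three screen SD below normal, cut at about 65% in these data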;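 note: yeast aged for seven days with compound at 30 °C before DHE staining; 100% = average MFI of all compound-treated wells on the plate with controls excluded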
RPL19A-GFP yeast = RPL19A-GFP expression modulators in yeast, primary screen, cell-based, S. cerevisiae, multiplex flow cytometry, MLPCN | S. cerevisiae RPL19A-GFP strain, 3 h; stronger effect = lower value | percent response vs DMSO, % at 10 µM | actives 0.3% (n = 330,000) | AID 2025, 2009;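 active = percent response vs DMSO below 50%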;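 note: median channel GFP fluorescence of the barcoded RPL19A-GFP strain; ratio of sample median GFP to plate DMSO average so 100% = DMSO; lower means less RPL19A-GFP as with rapamycin TOR inhibition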
* hit, by the source's call; / = not tested or not shown; & = joins results of further samples. An unsorted share of the library; any-hit rate near 3.8%.

SMILES	LAP4-GFP MLPCN	JMJD2C inh	procasp7 counter	MEP2-GFP yeast	AHR activator	proCasp3 act	CR mimetic SO	RPL19A-GFP yeast
CC1CCN(S(=O)(=O)c2cccc(-c3cn4cc(Cl)ccc4n3)c2)CC1	158*	4	9	93	5	3	90	93
CC(=O)Nc1ccc2oc(-c3cc(F)c(F)cc3Cl)nc2c1	110	0	3	102	-11	7	101	103
Cc1ccc(S(=O)(=O)/C(=C/Cl)NC(=O)c2ccccc2)cc1	100	4	3	103	0	0	95	105
Cc1ccc(CSCCNC(=O)c2cccc([N+](=O)[O-])c2)cc1	105	5	8	106	-3	-5	106	105
O=C(Nc1ccc(Cl)cc1Cl)c1ccc2c(c1)OCCO2	105	-14	10	99	1	1	67	98
COc1ccc2nc(NC(=O)CS(=O)(=O)Cc3ccccc3)sc2c1	89	-5	0	97	7	0	99	99
O=C(CCN=C1NS(=O)(=O)c2ccccc21)N1CCc2ccccc2C1	102	6	6	108	0	-6	113	100
COc1ccc(OC)c(NC(=O)CN2C(=O)C(C)N(c3ccc(C)cc3)C2=O)c1 (stereo unspecified)	91	-3	4	102	9	-3	96	103
Cc1cc(N/N=C/c2ccccc2F)c2ccccc2n1	102	-13	-2	107	-2	-2	99	98
CCOC(=O)c1ccc(NC(=S)NCCc2ccccc2F)cc1	113	-7	6	103	0	4	104	97
CN1CCN(CCCN2c3ccccc3Sc3ccc(Cl)cc32)CC1	105&103	-37	9&3	93&99	13&13	-7&-5	91&108	95&100
CCC(Sc1nc2ncccc2[nH]1)C(=O)NC1CCCC1 (stereo unspecified)	103	10	-1	99	8	-1	112	100
CCOc1ccc(S(=O)(=O)Nc2cccc(C(=O)NCC(c3ccccc3)N(C)C)c2)cc1 (stereo unspecified)	104	-31	5	104	0	-2	91	103
O=C(NCc1ccc2c(c1)OCO2)c1ccc(CN2CCc3ccccc3C2)cc1	104	-12	-10	106	-1	3	79	100
COc1cc(OC)c(N(C)S(=O)(=O)c2cccc(C(=O)OCc3c(C)noc3C)c2)cc1Cl	101	3	3	97	1	-8	107	91
O=C(c1ccc(Cl)cc1)[C@@H]1[C@@H]2C(=O)N(c3ccc(Cl)cc3)C(=O)[C@@H]2C2c3ccccc3C=NN21 (stereo partly specified)	100	-5	-11	99	26	-5	116	97
C=CCN1C(=O)c2ccccc2C1(O)Cc1ccccc1 (stereo unspecified)	97	9	3	110	1	5	84	103
CC(=O)Oc1ccc(/C=C2/SC(=S)N(Cc3ccccc3)C2=O)cc1	97	4	-1	104	1	-8	124	101
CN(c1ccc(C(=O)Nc2cccnc2)cc1)S(C)(=O)=O	95	/	-12	103	36	-2	96	95
O=C(NCCC1=CCCCC1)Nc1ccc2nsnc2c1	103	20	4	104	10	2	98	101
O=C(O)[C@H](CO)Nc1ncnc2sc3c(c12)CCC3	95	6	2	96	1	5	95	96
CCOc1cc(/C=N/NC(=O)c2cc(C)[nH]n2)ccc1OC(=O)c1ccc([N+](=O)[O-])cc1	87	6	-3	112	3	4	103	99
CCOc1cc(S(=O)(=O)N(CC)CC)c(OCC)cc1-n1cnnn1	88	8	1	93	-3	4	98	91
CC1CN(S(=O)(=O)c2cccc(C(=O)OCC(=O)NCc3ccccc3)c2)CC(C)O1 (stereo unspecified)	101	-5	-10	105	0	5	99	101
Cc1ccc(S(=O)(=O)NCc2c(Cl)cccc2Oc2ccccc2)cc1	105	-1	-3	97	-2	2	75	102

6 compounds already listed, sorted by the value under JMJD2C inh, descending.
SMILES | LAP4-GFP MLPCN | JMJD2C inh | MEP2-GFP yeast | AHR activator | proCasp3 act | RPL19A-GFP yeast
O=C(NCCC1=CCCCC1)Nc1ccc2nsnc2c1 | 103 | 20 | 104 | 10 | 2 | 101
CCOc1cc(S(=O)(=O)N(CC)CC)c(OCC)cc1-n1cnnn1 | 88 | 8 | 93 | -3 | 4 | 91
Cc1ccc(S(=O)(=O)/C(=C/Cl)NC(=O)c2ccccc2)cc1 | 100 | 4 | 103 | 0 | 0 | 105
CC(=O)Nc1ccc2oc(-c3cc(F)c(F)cc3Cl)nc2c1 | 110 | 0 | 102 | -11 | 7 | 103
Cc1ccc(S(=O)(=O)NCc2c(Cl)cccc2Oc2ccccc2)cc1 | 105 | -1 | 97 | -2 | 2 | 102
CC1CN(S(=O)(=O)c2cccc(C(=O)OCC(=O)NCc3ccccc3)c2)CC(C)O1 (stereo unspecified) | 101 | -5 | 105 | 0 | 5 | 101

The main list resumes, starting six compounds before the break.
SMILES	LAP4-GFP MLPCN	JMJD2C inh	procasp7 counter	MEP2-GFP yeast	AHR activator	proCasp3 act	CR mimetic SO	RPL19A-GFP yeast
O=C(NCCC1=CCCCC1)Nc1ccc2nsnc2c1	103	20	4	104	10	2	98	101
O=C(O)[C@H](CO)Nc1ncnc2sc3c(c12)CCC3	95	6	2	96	1	5	95	96
CCOc1cc(/C=N/NC(=O)c2cc(C)[nH]n2)ccc1OC(=O)c1ccc([N+](=O)[O-])cc1	87	6	-3	112	3	4	103	99
CCOc1cc(S(=O)(=O)N(CC)CC)c(OCC)cc1-n1cnnn1	88	8	1	93	-3	4	98	91
CC1CN(S(=O)(=O)c2cccc(C(=O)OCC(=O)NCc3ccccc3)c2)CC(C)O1 (stereo unspecified)	101	-5	-10	105	0	5	99	101
Cc1ccc(S(=O)(=O)NCc2c(Cl)cccc2Oc2ccccc2)cc1	105	-1	-3	97	-2	2	75	102
CNS(=O)(=O)/C=C/c1ccccc1	103	-8	3	98	2	4	94	101
O=C(CSc1ncccc1C(=O)O)Nc1ccc2c(c1)OCCO2	98	1	15	94	0	3	93	98
O=P(CCO)(c1ccccc1)c1ccccc1	103	7	0	101	-3	-6	93	102
O=C(COC(=O)C1Cc2ccccc2CN1C(=O)c1ccccc1Cl)Nc1ccc(N2CCOCC2)cc1 (stereo unspecified)	102	8	-6	98	4	3	89	97
CCc1ccc(N2C(=O)c3sc4nnc(C)c(=O)n4c3C2=O)cc1	107	-3	-2	110	5	-4	88	104
COc1ccc(OC)c(C2C(C(=O)c3ccc(C)o3)=C(O)C(=O)N2CCN2CCOCC2)c1 (stereo unspecified)	95	0	-13	95	1	0	77	95
CC(C)(C)c1nnc2sc(SCCN3C(=O)c4ccccc4C3=O)nn2c1=O	98	13	-19	96	-3	-2	109	103
O=C(CSc1nnnn1C1CCCC1)Nc1ccccc1N1CCOCC1	113	-9	1	96	2	-1	101	97
O=C(CSc1nnc(-c2ccncc2)n1Cc1ccco1)c1ccc(Cl)cc1	111	-6	-5	97	5	-1	111	96
CCCC1=[N+](CC)CCn2c(C)ccc21	91	/	-1	97	-1	-5	91	97
COc1ccc(NC(=O)c2cc3cc(C)ccc3n2C)c(OC)c1	88	126	1	109	59*	-1	102	103
COc1ccc(N(C(=O)/C=C/c2ccc(OC)c(OC)c2)C2=CC3CCC(C2)N3C)cc1 (stereo unspecified)	105	5	4	104	0	0	71	101
COc1ccc(C)cc1NC(=O)CCNS(=O)(=O)c1cccc2nonc12	92	1	3	96	9	11	101	101
CCOC(=O)C1=C(N)OC(CCl)=C(C#N)C1c1ccsc1 (stereo unspecified)	97	0	-10	108	1	-8	85	101
Cc1ccc(NC(=O)CC2S/C(=N/N=C3\CCCc4ccccc43)NC2=O)cc1 (stereo unspecified)	93	-5	4	102	4	5	103	103
CC(OC(=O)CNC(=O)c1ccco1)C(=O)Nc1ccc(Cl)cn1 (stereo unspecified)	107	45	0	107	0	-3	100	101
Cc1ccccc1C(=O)NC1CCN(CC(=O)Nc2nccs2)CC1	102	2	0	103	1	7	104	101
O=S(=O)(NC1CCN(Cc2ccccc2)CC1)c1cccc2cccnc12	103	-2	-4	106	0	5	102	101
NC(=O)c1ccc(-c2ncc(-c3ccccc3)o2)cc1	107	-3	-1	103	-11	7	123	100
COC(=O)COc1ccc(/C=N/NC(=O)CN(c2ccccc2OC)S(=O)(=O)c2ccccc2)cc1	111	-22	1	104	2	13	105	101
c1coc(CSc2ncnc3c2oc2ccccc23)c1	109	6	2	96	9	-10	114	91
CC(C)(C)c1ccc(COn2c(=O)c(-c3ccco3)[n+]([O-])c3ccccc32)cc1	109	5	-23	109	11	-23	121	106
O=S(=O)(c1ccc(F)cc1)N1CCN=C1SCc1cccc(F)c1	114	8	-4	96	4	-3	107	99
Cc1csc(CNc2ncnc3ccc(-c4ccccc4Cl)cc23)c1	111	/	-10	100	6	-1	84	101
O=C1CCCN1CCCNCC(O)c1ccccc1 (stereo unspecified)	95	-9	-4	87	-1	-9	94	102

Later entries.
SMILES	LAP4-GFP MLPCN	JMJD2C inh	procasp7 counter	MEP2-GFP yeast	AHR activator	proCasp3 act	CR mimetic SO	RPL19A-GFP yeast
COc1ccc(NC(=O)COc2nc3ccccc3nc2N2CCOCC2)c(OC)c1	96	-36	6	98	0	-2	91	97
CCOC(=O)c1ccccc1NC1c2ccccc2C(=O)N1c1ccc(C)cn1 (stereo unspecified)	97	-15	7	97	0	9	80	104
Cc1ccc(Sc2cc(N3CCOCC3)nc(-c3ccccc3)n2)cc1	98	9	9	100	3	1	104	96
CN(C)S(=O)(=O)c1cccc(NC(=O)COC(=O)C2(c3ccccc3F)CCCC2)c1	95	3	8	101	4	2	105	101
CC(=O)c1cccc(N2C(=O)CC(N3CCN(S(=O)(=O)c4ccc(Cl)cc4)CC3)C2=O)c1 (stereo unspecified)	85	-5	11	93	-1	2	89	99
C/C(=N\NC(=O)COc1ccc(C(C)(C)C)cc1)c1ccc(N2CCOCC2)cc1	100	-7	-4	105	24	1	105	112
CCOc1c(Br)cc(/C=N\NC(=O)c2ccccc2)cc1OC	90	-10	-10	108	17	-2	89	108
COc1ccc(Cl)cc1NC(=O)CN1CCN(Cc2ccccc2)CC1	91	4	2	102	2	-4	102	104
CCOC(=O)N1CCN(C(=O)c2ccccc2SCC(=O)NCC2CCCCC2)CC1	102	-21	-2	95	2	8	127	96
CSc1ccccc1NC(=O)CN(C)CC(=O)Nc1cc(C)ccc1C	69	4	8	90	6	15	99	94

Pulled by compound from above (two):
SMILES	LAP4-GFP MLPCN	JMJD2C inh	procasp7 counter	MEP2-GFP yeast	AHR activator	proCasp3 act	CR mimetic SO	RPL19A-GFP yeast
CCOC(=O)c1ccccc1NC1c2ccccc2C(=O)N1c1ccc(C)cn1 (stereo unspecified)	97	-15	7	97	0	9	80	104
Cc1ccc(Sc2cc(N3CCOCC3)nc(-c3ccccc3)n2)cc1	98	9	9	100	3	1	104	96
